Assay outcomes: PubChem, National Center for Advancing Translational Sciences (NCATS)
TDP1 inh: inhibitors of human tyrosyl-DNA phosphodiesterase TDP1; recombinant TDP1, AlphaScreen DNA substrate cleavage; actives 0.28% (n = 350,000); Q9NUW8; Potency, µM (doses to about 130 µM), without a hit: at the highest dose activity change, negative = inhibition, usual class: inhibitors; also: nearly all actives have a fitted effect of over 40% in size
Target sequence (Q9NUW8 whole entry, looked up): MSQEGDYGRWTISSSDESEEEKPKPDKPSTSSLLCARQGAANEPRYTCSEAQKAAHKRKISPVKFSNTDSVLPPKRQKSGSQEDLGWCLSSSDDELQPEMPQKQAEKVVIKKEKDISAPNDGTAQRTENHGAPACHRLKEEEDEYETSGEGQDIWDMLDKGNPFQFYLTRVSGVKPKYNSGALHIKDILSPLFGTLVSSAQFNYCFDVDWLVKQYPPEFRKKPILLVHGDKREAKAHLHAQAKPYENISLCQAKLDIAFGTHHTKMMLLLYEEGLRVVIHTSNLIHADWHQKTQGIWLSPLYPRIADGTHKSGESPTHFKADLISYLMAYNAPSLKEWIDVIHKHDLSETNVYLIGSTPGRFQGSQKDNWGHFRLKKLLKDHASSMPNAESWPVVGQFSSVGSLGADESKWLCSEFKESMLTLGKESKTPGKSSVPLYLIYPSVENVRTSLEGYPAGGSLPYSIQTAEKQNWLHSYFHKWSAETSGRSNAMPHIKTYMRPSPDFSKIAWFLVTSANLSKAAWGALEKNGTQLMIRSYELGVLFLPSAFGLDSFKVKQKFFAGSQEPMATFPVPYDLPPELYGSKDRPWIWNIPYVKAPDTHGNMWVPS
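AlphaScreen read-out: signal falls as enzyme removes the 3' tyrosine-FITC from a 5'-biotinylated DNA oligo (15 nM, 5 min, RT). Enzyme was E. coli-made recombinant Tdp1 at 1 nM, exposed to compound for 15 min beforehand; beads 10 ug/ml, 10 min.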
DT40 TDP1 CPT: growth inhibition of DT40 Tdp1-/-;hTDP1 cells with camptothecin (screen for TDP1 inhibitors) | chicken DT40 Tdp1-/-;hTDP1 cells + 20 nM CPT, ATP luminescence, 48 h | Potency, µM (top dose mostly 46.2 µM), inactives show at the top dose activity change, negative = growth inhibition, actives largely listed as inhibitors | actives 12% (n = 420,000); also: nearly all actives have a fitted effect of over 55% in size
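Chicken DT40 Tdp1-/- cells stably complemented with human TDP1 were seeded at 400 cells/well in medium containing 20 nM camptothecin, exposed to pin-transferred compounds, and grown at 37 °C for at least 48 hr. Viability was read as ATP luminescence.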
TDP1 cell noCPT: qHTS for Inhibitors of human tyrosyl-DNA phosphodiesterase 1 (TDP1): qHTS in cells in absence of CPT; DT40 Tdp1-/- hTDP1 cells, no CPT, ATP luminescence, 48 h; Potency, µM (doses to about 46.2 µM), for inactives: top-dose activity change, negative = growth inhibition, actives largely listed as inhibitors; actives 15% (n = 420,000); also: nearly all actives have a fitted effect of over 55% in size
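Seeded 400 DT40-hTDP1 cells/well (vehicle DMSO, no 20 nM CPT); pinned compounds; ≥48 hr at 37 °C; CellTiter-Glo luminescence as viability measure.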
The depositor's hits bear a star; ? = inconclusive; . = not tested or not shown; & = joins results of further samples; [ ] = remark or other dose. Calls follow the shape of the dose curve; as a rule, active = well fitted curve in the direction sought with a large enough effect; inconclusive = small, poorly fitted or top-dose-only effect, or another doubt; inactive = no such curve, though single readings can be large; an effect the other way counts as inactive or inconclusive. % is scaled to controls: 0 for no effect and ±100 for the full control effect; potency is read from the fitted curve at half-maximal effect.

SMILES	TDP1 inh	DT40 TDP1 CPT	TDP1 cell noCPT
CCC(C(=O)NC1CCCC1)n1c(-c2ccncc2)nc2ccccc21 (stereo not given)	.	18%	-8%
COc1ccc(/C(C)=N\NC(=O)c2ccc(-c3ccccc3)cc2)c(F)c1	4%	1%	-7%
COc1ccc(-n2nnnc2SCC(=O)Nc2cc(OC)c([N+](=O)[O-])cc2C)cc1	5%	-17%	-16%
CCC(C)(C)NC(=O)CN(Cc1ccccc1)C(=O)CCC(=O)Nc1nccs1	.	-16%	-8%
CCN(C[C@H]1N[C@@](C)(C(=O)OC)[C@H]2C(=O)N(Cc3ccccc3)C(=O)[C@@H]12)S(=O)(=O)c1ccccc1	1%	-6%	-5%
CCOC(=O)Cn1nnnc1C(CC)N(Cc1cccs1)Cc1cc2cc(C)ccc2[nH]c1=O (stereo not given)	1%	?	?
CC1(C)OB(c2cnc(C#N)nc2)OC1(C)C	.	3%	-11%
Cc1cccc(C)c1OCC(=O)N1CC2(C)CC1CC(C)(C)C2 (stereo not given)	3%	?	14µM*
Cc1cc(C(=O)C(C)OC(=O)c2ccc(NC(=O)CC#N)cc2)c(C)n1-c1ccccc1 (stereo not given)	.	?	18µM*
NC(N)=NS(=O)(=O)c1ccc(NC(=S)NC(=O)/C=C/c2ccco2)cc1	-13%	-5%	0%
Fc1ccc(-c2nnc(-n3nnc4ccccc43)c3ccccc23)cc1	.	?	12µM*
O=C1CC(c2ccccc2)CC(O)=C1C=NCCN1CCN(C(=S)Nc2cccc(Cl)c2)CC1 (stereo not given)	6%	-21%	-10%
Cc1onc(-c2ccccc2Cl)c1C(=O)Nc1nnc(-c2cccc([N+](=O)[O-])c2)s1	12%	?	?
CC(=O)N/C(=C\c1ccccc1)C(=O)OC/C=C/c1ccccc1	1%	-9%	17%
CCc1ccc(NC(=O)CN2C(=O)C(c3ccc(F)cc3)=NC2(C)C)cc1	3%	5%	-15%
COc1ccc(NC(=O)C2CC(c3ccc(Cl)cc3)=NO2)cc1 (stereo not given)	.	0%	-11%
Cc1ccc(Cc2c(C3CCCCC3)nc3ccc(Br)cn23)cc1	.	?	21µM*
COc1ccccc1NC(=S)NCc1ccc(Cl)cc1	.	0%	?
CC1=C(C(=O)N2CCCCCC2)CC(CC(=O)NC2CC2)C(=O)N1Cc1ccccc1 (stereo not given)	.	3%	2%
CC(C)(C)c1ccc(-c2csc(NNC3=NCCCCC3)n2)cc1	11%	?	-90%
COc1ccccc1C(=O)COC(=O)Cn1nc(C)c([N+](=O)[O-])c1C	.	13%	13%
FC(F)(F)c1nc(-c2cccs2)ncc1-c1nnnn1-c1ccc(Cl)cc1	4%	4.1µM*	2.9µM*
COC(=O)C(C)(C)ONC(=O)Nc1ccc(C)cc1	-2%	-4%	-2%
Cc1ccc(-c2nnc(SCC#N)n2N)cc1	1%	-9%	-26%
CCOc1ccc(-c2nonc2NC(=O)c2oc3ccc(C)cc3c2C)cc1OCC	-2%	?	-17%
Cc1ccc(NC(=O)/C(=C\c2cccnc2)NC(=O)c2ccccc2)cc1	2%	18%	22%
Cc1nnc(SCc2cc([N+](=O)[O-])cc3c2OCOC3)[nH]c1=O	-3%	-4%	3%
CCOC(=O)c1nnn(C(CC)C(=O)Nc2ccc(F)cc2)c1C(=O)OCC (stereo not given)	2%	-8%	-13%
CSc1nsc(SCC(=O)Nc2cccc(C(C)=O)c2)n1	0%	-13%	-23%
N#C/C(=C/c1ccc(-c2cc([N+](=O)[O-])ccc2Cl)o1)C(N)=O	4%	-22%	-27%
CCOC(=O)c1cc(NC(=O)N2CCOCC2)c(C)nc1C	1%	0%	-23%
c1coc(CNc2nc3nonc3nc2NCc2ccco2)c1	10%&3%	?	?
CC(C)n1cc(/C=N\NC(=O)c2cc3c(ccc4ccccc43)o2)c2ccccc21	7%	?	?
COCCn1c(SCC(=O)NC(=O)NC2CCCC2)nc2ccccc2c1=O	2%	?	?
CCC(=O)N(CCO)Cc1cc2ccc(C)c(C)c2[nH]c1=O	6%	-1%	-12%
N#Cc1cnc(SCC(=O)Nc2ccccc2C(F)(F)F)nc1N	-2%[56.1 µM]	-5%	-11%
Cc1ccc(C)c(S(=O)(=O)N(C)c2ccc(OC(=O)C3CCN(C(=O)Nc4ccccc4)CC3)cc2)c1	.	-2%	6%
O=C(CCc1nnc(CCc2ccccc2)o1)N1CCCC1c1nccs1 (stereo not given)	6%	-2%	-4%
CCC(C)NC(=O)CSc1nc2ccsc2c(=O)n1-c1ccc(OC)cc1 (stereo not given)	-1%	-12%	-10%
NC(=S)NN=C1CSSC1	.	7.3µM*	3.7µM*
COC(=O)CCCCC(=O)OC	1%&4%	17%	-2%
O=C(NCc1ccc(OC(F)(F)F)cc1)c1cc(-c2ccccc2)nn1CC1CC(c2cccnc2)=NO1 (stereo not given)	.	?	?
COc1ccc(CNC(C)C(=O)Nc2ccc3ccccc3c2)cc1OC (stereo not given)	-1%	?	?
O=C(COC(=O)c1cc(-c2ccc(F)cc2)nc2ccccc12)NCC1CCCO1 (stereo not given)	3%	-11%	-7%
CC(C(=O)Nc1ccccc1Br)N1c2cccc3cccc(c23)S1(=O)=O (stereo not given)	-1%	?	?
CC1CCCCN1Cc1c(O)ccc2c(=O)c(-c3ccccc3)coc12 (stereo not given)	.	8.2µM*	10µM*
C/C(N)=C(/C#N)C(=O)COC(=O)CCSc1ccccc1	-8%	-24%&-21%	-20%&-19%
Nc1nnc(SCC(=O)NNC(=O)c2ccc([N+](=O)[O-])cc2)s1	-4%	0%	-22%
CC(=O)OCCCN(C)CC/C=C1/c2ccccc2CSc2ccccc21	.	?	?
CCc1cccc(C)c1NC(=O)CN(C)Cc1ccccc1F	1%	15µM*	16µM*
O=C(NC1CCCCC1)NC1CCN(CC(=O)N2CCOCC2)CC1	2%	-8%	-13%
NC(=O)c1ccsc1NC(=O)CN1C(=O)C2CC=CCC2C1=O (stereo not given)	-2%	-11%	-3%
O=C(CCCc1ccccc1)Nc1ccnn1C1CCN(Cc2ccccn2)CC1	4%	-9%	-11%
Cc1cc(C)cc(N2CCn3c2nc2c3c(=O)n(C/C=C/c3ccccc3)c(=O)n2C)c1	8%	-3%	-6%
CCCOC(=O)c1ccc(-c2c(C)noc2-c2ccc(OC)cc2O)o1	1%	-29%	?
Cc1ccc(NC(=O)CN2C(=O)C(C)Oc3ccccc32)nc1 (stereo not given)	0%	-8%	-21%
COc1ccc(CNC(=O)c2ccc(-c3ccc(F)c(F)c3)c3ccoc23)cc1OC	.	21µM*	15µM*
Cc1cc(C)c2c(CN3CCN(c4ccccc4)CC3)cc(=O)oc2c1	.	?	?
CCC(=O)NC(=S)Nc1ccc(NC(=O)c2ccc([N+](=O)[O-])cc2)cc1	0%	-12%	?
CC(C)(C)NCC(=Cc1ccccc1)C(=O)c1ccccc1	.	2.1µM*	2.1µM*

In a second layout: 12 of the compounds above.
molecule | TDP1 inh | DT40 TDP1 CPT | TDP1 cell noCPT
O=C(NCc1ccc(OC(F)(F)F)cc1)c1cc(-c2ccccc2)nn1CC1CC(c2cccnc2)=NO1 (stereo not given) | . | ? | ?
COc1ccc(CNC(C)C(=O)Nc2ccc3ccccc3c2)cc1OC (stereo not given) | -1% | ? | ?
O=C(COC(=O)c1cc(-c2ccc(F)cc2)nc2ccccc12)NCC1CCCO1 (stereo not given) | 3% | -11% | -7%
CC(C(=O)Nc1ccccc1Br)N1c2cccc3cccc(c23)S1(=O)=O (stereo not given) | -1% | ? | ?
CC1CCCCN1Cc1c(O)ccc2c(=O)c(-c3ccccc3)coc12 (stereo not given) | . | 8.2µM* | 10µM*
C/C(N)=C(/C#N)C(=O)COC(=O)CCSc1ccccc1 | -8% | -24%&-21% | -20%&-19%
Nc1nnc(SCC(=O)NNC(=O)c2ccc([N+](=O)[O-])cc2)s1 | -4% | 0% | -22%
CC(=O)OCCCN(C)CC/C=C1/c2ccccc2CSc2ccccc21 | . | ? | ?
CCc1cccc(C)c1NC(=O)CN(C)Cc1ccccc1F | 1% | 15µM* | 16µM*
O=C(NC1CCCCC1)NC1CCN(CC(=O)N2CCOCC2)CC1 | 2% | -8% | -13%
NC(=O)c1ccsc1NC(=O)CN1C(=O)C2CC=CCC2C1=O (stereo not given) | -2% | -11% | -3%
O=C(CCCc1ccccc1)Nc1ccnn1C1CCN(Cc2ccccn2)CC1 | 4% | -9% | -11%

Next structures.
SMILES	TDP1 inh	DT40 TDP1 CPT	TDP1 cell noCPT
O=C(NCc1ccccc1)C(c1ccc(-c2ccccc2)cc1)N1CCN(c2ccccc2F)CC1 (stereo not given)	.	18µM*	?
CCOC(=O)c1ccc(-c2ccc(/C=N/NC(=O)CN(c3ccccc3Cl)S(C)(=O)=O)o2)cc1	-3%	?	23µM*
Cc1sc2nc(SCc3ccccc3)n(Cc3ccco3)c(=O)c2c1C	-2%	-2%	-23%
Fc1cccc(Cc2noc(CN3CCCCC3c3ccccn3)n2)c1 (stereo not given)	3%	5%	-27%
COc1ccc(-c2nnc(SCC(=O)NCc3cccs3)n2CC(C)C)cc1	2%	?	-22%
COc1ccc(N(C(=O)c2cnccn2)C(C(=O)NC2CCCCC2)c2ccc(O)cc2)cc1 (stereo not given)	5%	-7%	-4%
Cc1ccc(-c2cc(C(=O)NCCCN3CCCC3)c3ccccc3n2)cc1C	3%	?	29µM*
COc1ccccc1NC(=O)C1=C(C)Nc2nnnn2C1c1cccc(Br)c1 (stereo not given)	4%	-6%	5%
O=C1c2ccccc2C(c2nnnn2Cc2ccccc2)N1Cc1cccc(F)c1 (stereo not given)	.	?	?
O=C(NC(=S)Nc1cc([N+](=O)[O-])ccc1O)C1CC1	5%	-15%	-4%
COc1ccc(C(C)NC(=O)Cc2cccs2)cc1OC (stereo not given)	0%	-2%	13%
COc1ccc(CN(C(=O)CNC(=O)c2ccco2)C(C(=O)NCC2CCCO2)c2ccc(OC)c(OC)c2)cc1 (stereo not given)	4%[0.0935 µM]	13%	-2%
COc1cccc(C(=O)N2N=C(c3ccccc3)CC2(O)C(F)(F)F)c1 (stereo not given)	2%	3%	?
COc1ccc(NC(=O)c2c(NC(=O)c3ccc(Br)cc3)sc3c2CCCC3)cc1	-3%[12.3 µM]	?	21µM*
COc1ccc(CCNC(=O)c2ccc(-c3ccc([N+](=O)[O-])cc3)o2)cc1OC	0%	18µM*	?
O=C(CN1CCN(Cc2ccc3c(c2)OCO3)CC1)c1c[nH]c2ccccc12	3%	?	?
COc1cc(C(O)C(=O)O)ccc1O (stereo not given)	8%[56.1 µM]	0%&8%	-1%&-6%
COc1ccc(NC(=O)CSc2nccn2Cc2ccc(F)cc2)cc1	5%	?	-29%
CC(C)(C)c1ccc(C(=O)N2CCC(C(=O)c3ccccc3)CC2)cc1	.	18µM*	21µM*
CC1(C(=O)NS(=O)(=O)c2cccc(C#N)c2)CCN1C(=O)C1(c2ccc(Cl)cc2)CCC1 (stereo not given)	.	8%	5%
Cc1ccc(C(=O)N/C(=C\c2ccccc2)C(=O)NCC2CCCO2)cc1 (stereo not given)	1%	-1%	-16%
Cc1nn(S(=O)(=O)c2cccc([N+](=O)[O-])c2)c(C)c1S(=O)(=O)N1CCOCC1	2%	6%	-1%
COc1ccc(S(=O)(=O)N2CCN(c3ccc(F)cc3)CC2)cc1OC	4%	-19%	-17%
COc1ccc2c(c1)c(CC(=O)O)c(C)n2Cc1ccc(Cl)cc1	5%[56.1 µM]	-11%	-4%
Nc1nc(-c2cccnc2)nn1C(=O)CCc1ccccc1	.	3%	?
Cc1ccc(C(=O)Nc2ccc(C(=O)O)cc2)cc1S(=O)(=O)Nc1ccccc1	1%[12.3 µM]	1%	1%
COc1ccc(C(=O)OCc2nnc(-c3ccccc3)o2)cc1S(=O)(=O)N1CCOCC1	-3%	-7%	-12%
O=C(OCC(=O)N1CCCc2ccccc21)c1cc(Br)ccc1O	-11%	6%	4%
CCC(C)CCN1C(Nc2ccccc2)=NC[C@@H]1C (stereo not given in full)	.	?	12µM*
O=C(CSc1ncn[nH]1)NNC(=O)c1ccccc1	.	-25%	-3%
O=C(/C=C1\OCc2ccccc21)c1ccccc1	.	?	?
COc1ccc(OC)c(C(=O)CSc2nc3cccnc3n2C)c1	6%	-11%	-17%
CCOc1cc(C2C(C(N)=O)=C(C)Nc3ncnn32)cc(Br)c1O (stereo not given)	3%	3%	5%
CC1(C)CC(=O)C=C(NCCN2CCN(C(=O)Nc3ccc(Cl)cc3)CC2)C1	-2%	-6%	-24%
COc1ccc([C@@H](C)NC(=O)c2ccc3oc(C(C)C)nc3c2)cc1	4%	?	16µM*
